CHO-K1 Ca antag: nonselective inhibitor or artifact in parental CHO-K1 cells; ATP-induced calcium, Fluo-8 fluorescence; inhibition, % at 3 µM; 360,000 compounds, 0.6% hits;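 active = inhibition above a per-plate cutoff, the plate's mean sample inhibition plus 3 SD, cut at about 24% in these data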;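 note: 0% = DMSO plus EC80 ATP and 100% = DMSO alone without ATP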
M1 ag parental: nonselective activator or artifact in parental CHO-K1 cells. Fluo-8 calcium fluorescence; scaled to maximal ATP response, vehicle zero. activation, % at 3 µM. 360,000 compounds, 0.48% hits. AID 602248; in the data active = activation above about 15%;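 note: untransfected CHO-K1 host cells lacking M1 receptor as counterscreen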
CHO-K1 Ca PAM: nonselective activator or artifact in parental CHO-K1 calcium assay. ATP EC20, Fluo-8 calcium fluorescence; 0% at ATP EC20, 100% at ATP max. activation, % at 3 µM. 360,000 compounds, 0.02% hits. AID 602247;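 active = activation above the run cutoff, the mean activation of all test compounds plus 3 SD, cut at about 40% in these data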;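 note: peak over basal fluorescence ratio in a 140 s read after ATP addition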
M1 ag: agonists of human M1 muscarinic receptor; P11229; CHO-K1 hM1, Fluo-8 calcium fluorescence, agonist mode; 0% DMSO, 100% acetylcholine EC100; activation, % at 3 µM; 360,000 compounds, 0.33% hits; AID 588814;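 active = activation above the run's mean compound activation plus 3 SD, cut at about 16% in these data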;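 note: peak over basal fluorescence ratio within a 140 s kinetic read after compound addition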
OXTR potentiator: potentiates the human oxytocin receptor response; P30559; CHO-OTR cells, Fluo-8 calcium fluorescence, potentiator mode; 0% = oxytocin EC15, 100% = EC100; activation, % at 3 µM; 320,000 compounds, 0.061% hits; AID 2445;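 active = activation above that plate's cutoff, the mean activation of tested compounds plus 3 SD, cut at about 6.6% in these data, passing the limit was not always enough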;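 note: 100% uses oxytocin at 75 nM as the full agonist control; some results filed as inactive read as strong as hits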
Target sequence (P30559 whole entry, looked up): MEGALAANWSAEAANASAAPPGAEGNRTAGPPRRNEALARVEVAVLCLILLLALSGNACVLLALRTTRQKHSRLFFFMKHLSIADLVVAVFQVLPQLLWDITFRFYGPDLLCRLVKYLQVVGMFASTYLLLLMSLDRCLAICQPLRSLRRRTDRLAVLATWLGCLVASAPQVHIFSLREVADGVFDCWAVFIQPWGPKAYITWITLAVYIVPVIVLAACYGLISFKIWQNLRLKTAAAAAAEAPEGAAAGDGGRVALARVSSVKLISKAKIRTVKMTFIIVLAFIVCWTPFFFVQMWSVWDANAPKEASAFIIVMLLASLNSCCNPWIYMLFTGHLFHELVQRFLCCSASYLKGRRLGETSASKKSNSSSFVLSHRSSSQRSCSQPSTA
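Dosing: Single dose, 3.0 µM nominal final compound concentration | Material: Human OTR in CHO cells | Technique: Kinetic Fluo-8 calcium fluorescence | Benchmarks: EC15 oxytocin alone as 0%, 75 nM oxytocin as 100% | Probe or stimulus: Oxytocin at about EC15, sub-maximal agonist stimulus | Incubation: Compound 6 min at room temperature before oxytocin, 100 s read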
TAAR1 antagonist: human TAAR1 antagonism. Q96RJ0. CHO RD-HGA16 TAAR1, Fluo-8 calcium fluorescence, antagonist. inhibition, % at 3 µM. 360,000 compounds, 1.5% hits;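 active = inhibition above a per-plate cutoff, the mean inhibition of test compounds on that plate plus 3 SD, cut at about 49% in these data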;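 note: 0% = DMSO plus EC80 beta-PEA response and 100% = DMSO alone without agonist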
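Test system: RD-HGA16 CHO cells with stable hTAAR1 and Gα16 / Probe or stimulus: EC80 β-phenethylamine stimulus / Times: seeding 17-24 h prior, 75-min 37 °C, 30-min RT dye loading / Detection: Fluo-8 calcium-sensitive fluorescence / Read-out basis: % inhibition scaled between DMSO and EC80 PEA controls / Repeats: singlicate, one well per test compound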
CHO parental Ca: counter-screen: ATP calcium response change in parental CHO cells; parental CHO-K1, ATP-induced calcium, Fluo-8 fluorescence; inhibition, % at 5.6 µM; 330,000 compounds, 0.63% hits; AID 463079;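 active = inhibition above that plate's mean sample inhibition plus 3 SD, cut at about 26% in these data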;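 note: 0% = ATP-challenged DMSO wells and 100% = DMSO wells without ATP; some compounds past the cut are filed as inactive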
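Test system: parental CHO cells; detection: calcium-sensitive Fluo-8 fluorescence; evaluation: percent inhibition of calcium signal; also added: ATP as calcium-mobilizing challenge; repeats: one well per compound; control set: ATP-challenged DMSO wells low, unchallenged DMSO wells high; compound: single nominal dose of 5.6 µM per compound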
V1R ag counter: counter-screen for oxytocin receptor agonists: human V1a receptor agonists; CHO-V1R cells, Fluo-8 calcium fluorescence, agonist mode; 0% DMSO, 100% 3 nM vasopressin; activation, % at 3 µM; P37288; 320,000 compounds, 0.25% hits;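 active = activation above the mean activation of all tested compounds plus 3 SD, per screening run, cut at about 20% in these data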;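 note: signal is peak over basal fluorescence ratio across a 100 second FLIPR read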
Target sequence (P37288 whole entry, looked up): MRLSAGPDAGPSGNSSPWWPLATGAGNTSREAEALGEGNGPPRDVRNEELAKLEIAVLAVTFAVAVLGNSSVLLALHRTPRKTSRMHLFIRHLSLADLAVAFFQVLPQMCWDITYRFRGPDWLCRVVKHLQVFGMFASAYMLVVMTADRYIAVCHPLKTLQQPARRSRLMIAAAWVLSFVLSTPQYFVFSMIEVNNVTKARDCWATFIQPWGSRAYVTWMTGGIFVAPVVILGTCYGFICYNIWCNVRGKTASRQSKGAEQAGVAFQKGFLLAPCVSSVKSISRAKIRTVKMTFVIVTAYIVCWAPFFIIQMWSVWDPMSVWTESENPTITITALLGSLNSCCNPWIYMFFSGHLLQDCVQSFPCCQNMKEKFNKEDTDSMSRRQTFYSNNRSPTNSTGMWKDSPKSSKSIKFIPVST
TAAR1 agonist: human TAAR1 agonism. activation, % at 3 µM. Q96RJ0. CHO RD-HGA16 TAAR1, Fluo-8 calcium fluorescence; vehicle wells 0%, saturating PEA agonist 100%. 360,000 compounds, 0.99% hits;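 active = activation above the mean activation of all test compounds in the run plus 3 SD, cut at about 38% in these data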
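System: CHO RD-HGA16 cells carrying human TAAR1 plus Gα16; Incubation: 17-24 h seeding, 75 min 37 °C dye, 30 min RT; Measured by: Fluo-8 fluorescence, 5 s baseline then 140 s kinetic read; Control set: DMSO and PEA EC100; Replication: single well for each compound.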
Starred values were filed as active, the others as inactive; nt = no result given.

SMILES | CHO-K1 Ca antag | M1 ag parental | CHO-K1 Ca PAM | M1 ag | OXTR potentiator | TAAR1 antagonist | CHO parental Ca | V1R ag counter | TAAR1 agonist
CCN(CC)CCNC(=O)CCc1c(C)nc2c(c(C)nn2-c2ccc(C)cc2)c1C | -9.0 | 3.0 | 11.8 | -10.6 | nt | -5.7 | nt | nt | -1.5
O=C(O)CC1S/C(=N/N=C2CCCCC2)N(c2ccccc2)C1=O (configuration not stated) | 2.3 | -0.5 | 3.1 | -2.9 | -0.7 | -5.0 | -2.3 | 1.1 | 0.8
CNC(=S)N1CCN(c2ccc(OC)cc2)CC1 | -19.1 | -0.2 | 3.9 | -3.3 | -3.8 | -13.6 | 2.5 | 1.4 | 6.8
COc1cnc(NS(=O)(=O)c2ccc(N)cc2)nc1 | 4.0 | 0.2 | 7.6 | 0.1 | -19.0 | -6.8 | 4.6 | -0.2 | 0.2
NNc1nc(-c2ccccc2)nc(-c2ccccc2)c1Br | -15.1 | 0.7 | 23.6 | -2.2 | -7.4 | -5.2 | -20.3 | -1.2 | 2.6
CN(CCC#N)C(=S)Nc1ccc(Oc2ccccc2)cc1 | 13.4 | 0.8 | -10.9 | -8.3 | -6.6 | -0.9 | -12.7 | 3.3 | 3.3
COC(=O)COc1ccc(NC(=O)C(c2ccccc2)c2ccccc2)cc1 | -11.5 | 2.3 | 14.7 | -2.8 | -3.9 | 20.7 | -4.0 | 0.6 | 3.7
CC1CCCCC1NC(=O)CSc1nnnn1-c1ccccc1 (configuration not stated) | -8.9 | 1.4 | 17.2 | -2.5 | -4.1 | 16.4 | -4.2 | 0.3 | 1.5
CSc1nc(SCC(=O)O)c2sc3nc(-c4ccccc4)c4c(c3c2n1)CCC4 | -14.2 | -0.2 | 2.4 | 4.8 | nt | -3.3 | nt | nt | 3.5
CCCn1nc(C(=O)N2CCc3ccccc32)c2ccccc2c1=O | -17.6 | -0.8 | 10.9 | -6.5 | 1.6 | -17.9 | -22.2 | -0.8 | -2.0
Cn1cccc1Cc1nnc(SCC(=O)NCc2ccc3c(c2)OCO3)n1CCc1ccccc1 | -27.4 | 2.5 | 18.8 | -7.2 | -4.5 | -6.3 | -12.9 | -0.6 | 16.6
COCc1[nH]nc2c1C(c1cccc(OC)c1)C(C#N)=C(N)O2 (configuration not stated) | -12.9 | 0.3 | 15.7 | -5.0 | -2.4 | 16.4 | 7.8 | 1.0 | 0.0
CC(C)c1cc(=O)[nH]c(SCC(=O)NC2CCCC2)n1 | 0.6 | -0.2 | -3.8 | -2.7 | -4.4 | -19.5 | -4.7 | 0.5 | 2.2
c1csc(-c2nc(NCCCN3CCOCC3)c3ccccc3n2)c1 | -0.2 | 2.4 | -17.9 | -4.9 | 2.4 | 5.6 | -9.1 | 1.4 | 11.9
O=C(O)/C(=N/NC(=O)c1ccc(Cl)cc1)c1ccccc1 | -10.6 | 0.4 | 10.1 | -3.2 | -9.8 | -1.7 | -5.5 | -2.6 | -0.3

Reprinted from the part before: 2 compounds, followed by the next part.
SMILES | CHO-K1 Ca antag | M1 ag parental | CHO-K1 Ca PAM | M1 ag | OXTR potentiator | TAAR1 antagonist | CHO parental Ca | V1R ag counter | TAAR1 agonist
c1csc(-c2nc(NCCCN3CCOCC3)c3ccccc3n2)c1 | -0.2 | 2.4 | -17.9 | -4.9 | 2.4 | 5.6 | -9.1 | 1.4 | 11.9
O=C(O)/C(=N/NC(=O)c1ccc(Cl)cc1)c1ccccc1 | -10.6 | 0.4 | 10.1 | -3.2 | -9.8 | -1.7 | -5.5 | -2.6 | -0.3
CCOC(=O)c1nc(C)n(-c2ccc([N+](=O)[O-])cc2)n1 | 11.2 | -0.5 | -7.7 | -5.2 | -3.4 | -6.1 | 2.8 | 0.9 | 3.6
Oc1ccc2nnc3c(Br)cnn3c2c1 | 3.6 | 1.9 | 11.7 | 1.0 | -13.8 | -2.7 | 6.2 | 15.6 | 10.5
Cc1nn(C)c(Cl)c1/C=N/OC(=O)c1ccc(F)cc1 | 0.6 | 13.3 | 5.1 | -4.7 | -14.0 | 11.4 | 14.1 | -1.4 | 88.0*
O=C(CSc1n[nH]c(=O)n1-c1cccnc1)Nc1ccccc1Cl | 15.6 | -0.2 | 19.6 | -1.0 | 0.7 | 5.0 | -3.4 | -0.1 | 0.0
CC(CN1CCCCC1)OC(=O)/C=C/c1ccccc1 (configuration not stated) | -12.2 | 0.6 | -2.7 | -9.8 | -3.1 | -0.5 | 10.7 | 0.6 | -0.7
CCCCN(CCCC)CCNC(=O)c1cn(CC)c2ccc(S(=O)(=O)N(C)C3CCCCC3)cc2c1=O | -9.9 | -1.1 | 3.1 | -5.3 | 1.7 | -27.2 | -30.8 | -0.8 | -2.0
COc1ccc(Cn2c(C3CC3)nc3ccc(NC(=O)c4cccnc4)cc3c2=O)cc1 | -10.2 | 9.3 | -4.6 | -1.2 | -10.9 | nt | -5.6 | 5.4 | nt
O=C(CCn1c(=O)sc2ccccc21)NCCN1CCOCC1 | -5.7 | 0.3 | 2.6 | -2.8 | -0.9 | -6.0 | 7.9 | -0.5 | 0.6
CCOC(=O)CSc1nc2sc3c(c2c(=O)n1CC)CC(C)(C)OC3 | -17.8 | 2.6 | 12.5 | -7.4 | -0.8 | 18.1 | -15.6 | 1.1 | 4.8
NC(=O)c1c(NC(=O)CSc2nnc(Cc3ccccc3)n2Cc2ccco2)sc2c1CCC2 | -33.2 | 3.8 | 8.8 | -9.3 | -11.1 | 16.6 | -15.1 | 0.8 | 4.5
O=C(Nc1ccc(Cl)cc1C(=O)O)c1ccc2c(c1)C(=O)N(Cc1ccco1)C2=O | -4.1 | 0.2 | 15.3 | -3.2 | -0.5 | -16.4 | -6.0 | 1.4 | 6.6
O=C(C1CCC(=O)N(C2CCCCCC2)C1)N1CCN(c2ccccc2Cl)CC1 (configuration not stated) | -1.0 | 9.9 | -7.3 | 1.5 | -20.2 | -26.1 | -10.0 | 5.8 | 4.5
O=C(NCCN1CCN(C(=O)c2cccc(Br)c2)CC1)C(=O)Nc1ccc(Br)cc1 | -6.0 | 6.4 | -10.1 | -5.5 | -13.0 | -7.8 | -22.8 | 7.3 | 3.0
Cc1cc(C)n2nc(SCCOc3ccccc3)nc2n1 | -14.0 | -0.1 | 7.9 | -0.2 | -12.4 | -8.7 | -18.4 | 0.5 | -1.0
Cc1ccc(NC(=O)COC(=O)c2ccc([N+](=O)[O-])o2)cc1S(=O)(=O)N1CCCCC1 | -12.3 | 7.7 | -1.5 | -4.4 | -24.0 | 0.0 | -11.0 | 4.6 | 8.3
CC(C)(C)C(=O)Nc1nnc(COc2ccc(Cl)cc2)s1 | 10.8 | 0.5 | -17.7 | -0.5 | -2.6 | -37.0 | -30.1 | -0.9 | -1.4
O=C(c1cccc(Br)c1)N1CCN(c2cnn(-c3ccccc3)c(=O)c2Cl)CC1 | -18.7 | 2.0 | 28.1 | -4.2 | 2.7 | 7.5 | -9.3 | 1.3 | 5.1
OC(COc1cccc2ccccc12)CN1CCN(c2ccccc2Cl)CC1 (configuration not stated) | 5.6 | 0.7 | -1.0 | -4.7 | 0.0 | 7.2 | -11.2 | 1.2 | -1.9
Cc1cc2c(=O)n(C)c(SCC(=O)NC3CCCC3)nc2s1 | -7.2 | 0.7 | 10.3 | -4.8 | -4.7 | -18.4 | -23.0 | -0.8 | 2.0
CC1CCC2(CC1)NC(=O)N(CC(=O)N1CCN(S(=O)(=O)c3ccc4c(c3)CCC4)CC1)C2=O (configuration not stated) | -11.2 | 0.3 | -5.0 | -4.5 | -6.8 | -21.3 | -13.0 | 0.7 | 5.1
O=[N+]([O-])c1ccc(Sc2n[nH]c(-c3ccc(Cl)cc3Cl)n2)nc1 | -2.9 | 2.8 | 21.9 | -0.9 | -18.1 | -15.4 | -9.2 | 9.0 | 6.6
O=C(OCc1nc2ccccc2s1)c1ccccc1O | -9.8 | -0.1 | -2.6 | -2.6 | -6.8 | 15.2 | -20.7 | -1.8 | 1.3
Cc1cccc(N=Cc2cc3c(cc2[N+](=O)[O-])OCO3)c1 | 5.0 | 0.3 | 8.3 | -3.3 | -7.9 | -6.5 | -16.2 | -0.7 | 0.1
CCC(=O)Nc1ccc(NC(=O)CSc2nnnn2C2CCCC2)cc1C | -2.9 | 0.4 | -7.5 | 1.2 | nt | -13.3 | nt | nt | 7.5
CC(C)=CCOc1ccc2c(C)c(CC(=O)N3C[C@H]4C[C@@H](C3)c3cccc(=O)n3C4)c(=O)oc2c1C | 11.2 | -0.4 | -4.8 | -11.0 | 3.3 | -23.3 | -10.3 | -1.2 | 2.1
CCCCOP(=O)(c1ccc(N(C)C)cc1)C(O)c1cc(OC)c(OC)c(OC)c1 (configuration not stated) | 1.2 | 0.4 | -14.4 | -2.7 | -3.8 | -16.3 | -24.5 | -2.7 | 5.5
C=CCn1c(=O)c(C(=O)NCc2ccc3c(c2)OCO3)c(O)c2ccccc21 | 2.4 | -0.2 | -3.3 | -0.1 | -1.1 | -8.4 | -14.8 | 2.2 | 3.8
Cc1cc(C)c(NC(=O)CC(C)(C)C)c(Cl)c1 | 4.5 | -0.3 | -10.0 | -4.9 | -15.3 | -5.5 | -9.9 | -0.2 | 9.3
Cc1ccccc1CNC(=O)CC1C(=O)NCCN1CC1CCCCC1 (configuration not stated) | 7.4 | 9.2 | 11.2 | -4.3 | -9.2 | 6.1 | -13.7 | -0.7 | 7.9
O=C(NCc1ccco1)C1Cc2cc(Cl)ccc2O1 (configuration not stated) | -16.1 | 0.4 | -2.5 | -5.9 | -5.8 | -2.8 | 0.6 | -0.7 | -3.2
O=C(/C=C/c1cccc(Cl)c1)OCC(=O)c1ccc[nH]1 | -2.5 | 0.5 | 8.1 | -2.6 | nt | -25.9 | nt | nt | 0.7
COc1ccc(-c2csc(NC(=O)c3cc(C)oc3C)n2)cc1OC | -2.6 | 2.6 | -16.5 | -0.8 | -4.0 | 17.6 | 7.8 | -0.4 | 1.6
O=C(O)CCC(=O)Nc1ccc(N=Nc2ccccc2)cc1 | -5.1 | 2.7 | 7.5 | 2.1 | nt | nt | nt | nt | nt
CN(CC(=O)O)S(=O)(=O)c1cccs1 | -5.8 | 0.6 | 15.4 | -2.8 | -13.7 | 10.3 | 5.9 | 1.1 | 4.4
O=C(COC(=O)c1ccc(Br)o1)NCc1cccs1 | -3.6 | 0.4 | 12.8 | -4.8 | -5.1 | 2.6 | -5.8 | -0.3 | 8.7
